TbPYK inhibitor: blocks Trypanosoma brucei pyruvate kinase; Q57TT1; TbPYK enzyme, Kinase-Glo Plus ATP luminescence, 45 min; Potency, µM (top dose mostly 76.8 µM), for inactives: at the highest dose activity, negative = inhibition, usual class: inhibitors; actives 0.12% (n = 410,000); further: potency means the concentration at half of the fitted maximal effect; nearly all actives have a fitted effect of over 50% in size
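In this concentration-response screen, enzyme-free wells defined baseline while DMSO plates tracked drift. Each reaction combined TbPYK, substrate, compound and 130 uM ADP for 45 min at room temperature. Kinase-Glo Plus luminescence gave the signal.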
HCV inhibitor: inhibitors of hepatitis C virus infection | actives 3.4% (n = 340,000) | Huh7.5.1 HCVcc-Cre infection, luciferase reporter, 44 h | Potency, µM (doses to about 41.8 µM), inactives show at the top dose activity change, negative = inhibition, actives largely listed as inhibitors; further: potency means the concentration at half of the fitted maximal effect
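HCVcc-Cre virus at an moi near 0.5 was added right after compound to cells cultured 4 h from seeding (1,000 cells/well). Luciferase activity was determined 44 h later, 15 min after substrate addition at RT.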
AmpC detergent: blocks E. coli AmpC beta-lactamase in detergent assay; actives 0.041% (n = 370,000); AmpC hydrolysis of nitrocefin, absorbance 480 nm, 0.01% Triton; P00811; AID 485294; Potency, µM (top dose mostly 114 µM), without a hit: at the top dose activity change, negative = inhibition, actives largely listed as inhibitors;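 further: potency means the concentration at half of the fitted maximal effect; 0% = no-compound wells and -100% = no-enzyme wells; nearly all actives have a fitted effect of over 25% in size; some results filed as inactive show a strong effect at the top dose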
Target sequence (P00811 whole entry, looked up): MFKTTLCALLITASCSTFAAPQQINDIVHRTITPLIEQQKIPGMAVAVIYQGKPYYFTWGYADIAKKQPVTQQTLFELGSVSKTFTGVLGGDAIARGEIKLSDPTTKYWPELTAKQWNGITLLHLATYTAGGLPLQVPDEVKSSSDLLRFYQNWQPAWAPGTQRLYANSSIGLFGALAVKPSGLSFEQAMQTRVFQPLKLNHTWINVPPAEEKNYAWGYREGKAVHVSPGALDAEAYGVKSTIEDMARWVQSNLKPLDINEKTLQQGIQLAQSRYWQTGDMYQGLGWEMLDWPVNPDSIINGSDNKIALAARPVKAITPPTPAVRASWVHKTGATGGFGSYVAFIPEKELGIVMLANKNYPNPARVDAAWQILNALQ
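AmpC (5.3 nM in the dispensed reagent) in 20 mM phosphate pH 7.0 with 0.01% (detergent screen) or 0.0001% Triton X-100 was preincubated with compounds for 15 min at room temperature. Nitrocefin was then added from an 800 uM solution, and hydrolysis was followed at 480 nm.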
AmpC inh no detg: blocks E. coli AmpC beta-lactamase in detergent-free assay; actives 0.52% (n = 330,000); AID 485341; P00811; AmpC nitrocefin hydrolysis, absorbance 480 nm, 0.0001% Triton; Potency, µM (series often up to 57.1 µM), for inactives: at the top dose activity change, negative = inhibition, most hits filed as inhibitors;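 further: potency means the concentration at half of the fitted maximal effect; plate controls were no compound for no effect and no enzyme for full effect; nearly all actives have a fitted effect of over 20% in size; some results filed as inactive show a strong effect at the top dose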
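20 mM phosphate pH 7.0 + 0.01% (detergent screen) or 0.0001% Triton X-100; 5.3 nM AmpC reagent; cpd preinc 15 min RT; nitrocefin (800 uM stock) to start; A480 q20 s × 4 min; Activity was normalised to no-enzyme and no-compound control wells.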
AMA1-RON2 inh: inhibitors of Plasmodium falciparum AMA1-RON2 interaction; AID 720542; Potency, µM (titrated, usually from 58.2 µM), for inactives: at the highest dose activity change, negative = inhibition, hits mostly inhibitors; AlphaScreen AMA1-biotinylated RON2 peptide binding; actives 0.2% (n = 360,000);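 further: potency means the concentration at half of the fitted maximal effect; 0% = vehicle wells and -100% = peptide control; nearly all actives have a fitted effect of over 45% in size; some results filed as inactive show a strong effect at the top dose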
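AMA1 (3D7) with his tag at 25 nM final met compounds first, then biotinylated RON2 peptide at 25 nM; detection used donor plus acceptor beads, 10 µg/mL apiece, read by AlphaScreen after 30 min at room temperature.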
LmPK inhibitor: LmPK (Leishmania mexicana) enzyme inhibition | Q27686 | purified LmPK, Kinase-Glo ATP luminescence, 1 h | Potency, µM (series often up to 57.5 µM), for the others: top-dose activity change, negative = inhibition, hits mostly inhibitors | actives 0.37% (n = 290,000); further: potency means the concentration at half of the fitted maximal effect
Target sequence (Q27686 whole entry, looked up): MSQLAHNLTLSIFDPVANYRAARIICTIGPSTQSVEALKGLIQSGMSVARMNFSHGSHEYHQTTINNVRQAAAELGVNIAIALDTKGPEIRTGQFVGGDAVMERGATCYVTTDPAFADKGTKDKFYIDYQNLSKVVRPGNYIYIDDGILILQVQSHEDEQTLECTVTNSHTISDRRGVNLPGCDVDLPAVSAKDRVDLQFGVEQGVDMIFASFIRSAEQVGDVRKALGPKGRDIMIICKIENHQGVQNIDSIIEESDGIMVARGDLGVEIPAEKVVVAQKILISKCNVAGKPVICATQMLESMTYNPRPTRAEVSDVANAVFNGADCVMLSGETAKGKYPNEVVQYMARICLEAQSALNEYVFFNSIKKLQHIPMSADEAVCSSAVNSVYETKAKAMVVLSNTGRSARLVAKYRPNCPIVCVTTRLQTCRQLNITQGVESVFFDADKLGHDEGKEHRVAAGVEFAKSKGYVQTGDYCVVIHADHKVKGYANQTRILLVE
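qHTS format; LmPK 0.1 nM; substrates PEP 0.5 mM and ADP 0.1 mM. One-hour room-temperature incubation, then coupled luciferase luminescence; 0.5 nM enzyme wells mark activation.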
HCMV inh: blocks human cytomegalovirus replication; HFF cells, HCMV-luciferase reporter, 72 h; hits give low values; activity change, negative = inhibition, % at 57.5 µM; actives 4.5% (n = 410,000); AID 1259415; in the data active means activity change below about -60%; inconclusive means no clear call, values can overlap the other calls; inactive means above about -39%
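Two compound doses tested in HFFs infected with HCMV-luciferase, MOI 1 PFU/cell, 72 h at 37C. Lysate luminescence read with OneGlo; data normalized against buffer-only and 10uM Salinomycin inhibitor controls.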
* = called active by the depositor; ! = repeats disagree; [ ] = another dose, or the depositor's remark. Unless noted, the call rests on the fitted dose curve; in most records, active means well fitted curve in the direction sought with a large enough effect; inconclusive means small, poorly fitted or top-dose-only effect, or another doubt; inactive means no such curve, though single readings can be large; an effect the other way counts as inactive or inconclusive. Unless noted, on the % scale 0 is the no-effect control and ±100 the full control effect.

`CCOc1ccc(NC(=O)CSc2ccc(-c3ccco3)nn2)cc1` gave TbPYK inhibitor -15%, HCV inhibitor -17%, AmpC detergent -2%, AmpC inh no detg -41%, AMA1-RON2 inh 14%, LmPK inhibitor -3% and HCMV inh 45.
Fc1ccc(N2N=C(c3cccs3)CC2c2ccco2)c(F)c1 (stereo unspecified) was read as TbPYK inhibitor -1%, HCV inhibitor -4%, AmpC detergent 0%, AmpC inh no detg -25%, AMA1-RON2 inh 112%[activator], LmPK inhibitor 0% and HCMV inh -10.
CCC1S/C(=C(\C#N)C(N)=O)N(c2ccc(F)cc2)C1=O (stereo unspecified) was read as TbPYK inhibitor 0%, HCV inhibitor 0%, AmpC detergent -8%, AmpC inh no detg -2%, AMA1-RON2 inh 2%, LmPK inhibitor 0% and HCMV inh 1.
`Cc1ccc(C(=O)N2CCN(c3cnn(C)c(=O)c3Cl)CC2)cc1` gave TbPYK inhibitor 1%, HCV inhibitor 12%, AmpC detergent -11%, AmpC inh no detg -15%, AMA1-RON2 inh -3%, LmPK inhibitor 3% and HCMV inh inconclusive.
`CCOC(=O)c1ccc(N2CCN(c3cccc(Cl)c3)CC2)c(NC(=O)Nc2ccc(Cl)cc2)c1` gave TbPYK inhibitor -5%, AmpC detergent 5% and HCMV inh -10.
`COc1cc(C2OCC3C(c4ccc(OC5OC(CO)C(O)C(O)C5O)c(OC)c4)OCC23)ccc1O` (stereo unspecified) gave TbPYK inhibitor -12%, HCV inhibitor -8%, AmpC detergent -5%, AmpC inh no detg -11%, AMA1-RON2 inh -13%, LmPK inhibitor 5% and HCMV inh 37.
CC(=O)Oc1ccccc1C(=O)C=Cc1cccc([N+](=O)[O-])c1 was read as TbPYK inhibitor 7%, HCV inhibitor inconclusive, AMA1-RON2 inh 8% and HCMV inh -77*.
`CC(C)(C)CC(C)(C)NCC(O)COCCOc1ccc(Br)cc1` (stereo unspecified) gave TbPYK inhibitor 0%, HCV inhibitor 6.3µM*, AmpC detergent inconclusive, AmpC inh no detg 8%, AMA1-RON2 inh 14%, LmPK inhibitor 0% and HCMV inh -100*.
`O=C(CSc1ccc(Cl)cc1)NCc1ccco1` gave TbPYK inhibitor 0%, HCV inhibitor 11%, AmpC detergent -12%, AmpC inh no detg 1%, AMA1-RON2 inh -9%, LmPK inhibitor -7% and HCMV inh -34.
COc1ccc(CCNC(=O)c2cc3c(=O)oc4ccc(C)cc4c3s2)cc1OC was read as TbPYK inhibitor -4%, AmpC detergent 14% and HCMV inh -1.
Screening CCC(=O)N(Cc1ccc(C)cc1)Cc1cc2cc3c(cc2[nH]c1=O)OCO3 returned TbPYK inhibitor 8%, HCV inhibitor 1%, AmpC detergent -9%, AmpC inh no detg -13%, AMA1-RON2 inh -2%, LmPK inhibitor 1% and HCMV inh 19.
Screening N#Cc1ccsc1NC(=O)c1cccc(-n2cnnn2)c1 returned TbPYK inhibitor 1%, HCV inhibitor inconclusive, AmpC detergent 0%, AmpC inh no detg -25%, AMA1-RON2 inh 10%, LmPK inhibitor 1% and HCMV inh -24.
Screening COc1cc(SC#N)ccc1N=Cc1c(C)[nH]n(-c2cccc3ccccc23)c1=O returned TbPYK inhibitor -6%, HCV inhibitor 12%, AmpC detergent -9%, AmpC inh no detg 4%, AMA1-RON2 inh -8% and LmPK inhibitor 1%.
Screening O=C(O)C1CCCN1c1nc(Cl)ccc1[N+](=O)[O-] (stereo unspecified) returned TbPYK inhibitor -3%, AMA1-RON2 inh -14% and HCMV inh -7.
For NC(=O)c1nc2c([nH]c1=O)CCCC2 the results were TbPYK inhibitor -6%, AMA1-RON2 inh 23% and HCMV inh 25.
Screening Cc1ccc(NC(=O)CC2S/C(=N/N=C/c3c[nH]c4ccccc34)NC2=O)cc1 (stereo unspecified) returned TbPYK inhibitor -7%, HCV inhibitor 11%, AmpC detergent inconclusive, AmpC inh no detg -25%, AMA1-RON2 inh 37%[activator], LmPK inhibitor 7% and HCMV inh 40.
Screening C=CCn1c(C)cc(-c2csc(NC)n2)c1C returned TbPYK inhibitor -13%, HCV inhibitor inconclusive, AmpC detergent -12%, AmpC inh no detg 41%[activator], AMA1-RON2 inh -1%, LmPK inhibitor -9% and HCMV inh inconclusive.
`COc1ccc(N(C(C)=O)S(=O)(=O)c2cccs2)cc1` gave TbPYK inhibitor -1%, HCV inhibitor 32%[activator], AmpC detergent -10%, AmpC inh no detg -24%, AMA1-RON2 inh 13%, LmPK inhibitor 2% and HCMV inh -5.
Cc1cccc(C)c1NC(=O)N1CCCC1C(=O)Nc1ccc(-n2cnnn2)cc1 (stereo unspecified) was read as TbPYK inhibitor 3%, HCV inhibitor 19%, AmpC detergent 1%, AmpC inh no detg -6%, AMA1-RON2 inh -1%, LmPK inhibitor -8% and HCMV inh -28.
`CC(=C1C(=O)c2ccccc2C1=O)N1CCN(C/C=C/c2ccccc2)CC1` gave TbPYK inhibitor -21%, HCV inhibitor -12%, AmpC detergent -2%, AmpC inh no detg -12%, AMA1-RON2 inh 18%, LmPK inhibitor 4% and HCMV inh 22.
Screening COc1cccc(NC(=O)Cn2c(=O)n(CCC(=O)NCc3ccco3)c(=O)c3ccccc32)c1 returned TbPYK inhibitor 2%, HCV inhibitor 18%, AmpC detergent -6%, AmpC inh no detg -7%, AMA1-RON2 inh 7%, LmPK inhibitor -2% and HCMV inh -24.
Cc1ccc(/C=N/Nc2nnc(Cc3ccccc3)c(=O)[nH]2)o1 was read as TbPYK inhibitor -18%, HCV inhibitor -4%, AmpC detergent -7%, AmpC inh no detg 1%, AMA1-RON2 inh -18%, LmPK inhibitor 2% and HCMV inh -11.
For c1ccc(COc2ncnc3c2ncn3CCCNCc2cccs2)cc1 the results were TbPYK inhibitor 0%, AMA1-RON2 inh 4% and HCMV inh -23.
For O=S(=O)(NC1CCCCCC1)c1ccc(Br)s1 the results were TbPYK inhibitor 1%, HCV inhibitor 3%, AmpC detergent 1%, AmpC inh no detg -22%, AMA1-RON2 inh 2%, LmPK inhibitor 1% and HCMV inh -22.
Screening COc1ccc(CNC(=O)C(c2ccco2)N(C(=O)c2ccccn2)c2ccccc2)cc1 (stereo unspecified) returned TbPYK inhibitor 9%, HCV inhibitor -21%, AmpC detergent 2%, AmpC inh no detg -3%, AMA1-RON2 inh -6%, LmPK inhibitor 7% and HCMV inh -11.
Cn1c(N)c(C(=O)COC(=O)Cc2ccc(Br)cc2)c(=O)n(C)c1=O was read as TbPYK inhibitor -13%, HCV inhibitor -6%, AmpC inh no detg -6%, AMA1-RON2 inh -19% and HCMV inh 19.
`COc1ccc(NC(=O)N(CCCN(C)C)Cc2cc3cc(OC)ccc3[nH]c2=O)cc1` gave TbPYK inhibitor -3%, HCV inhibitor inconclusive, AmpC detergent -1%, AmpC inh no detg 45%, AMA1-RON2 inh 17%, LmPK inhibitor 5% and HCMV inh -18.
Screening COc1ccc(CCNC(=O)Cn2c(=O)n(Cc3ccco3)c(=O)c3ccc(Cl)cc32)cc1OC returned TbPYK inhibitor 4%, HCV inhibitor 11µM*!, AmpC detergent -1%, AmpC inh no detg -11%, AMA1-RON2 inh -1%, LmPK inhibitor 4% and HCMV inh inconclusive.
Screening O=C(NCCc1ccccc1)C1CCN(S(=O)(=O)c2cccs2)CC1 returned TbPYK inhibitor -2%, HCV inhibitor 0%, AmpC detergent 4%, AmpC inh no detg -12%, AMA1-RON2 inh -5%, LmPK inhibitor 1% and HCMV inh 15.
For NC(=O)NN=C1CCN2CCCc3cccc1c32 the results were TbPYK inhibitor 4%, AMA1-RON2 inh 5% and HCMV inh -11.

Pulled one by one from the entries so far:
`CCOC(=O)c1ccc(N2CCN(c3cccc(Cl)c3)CC2)c(NC(=O)Nc2ccc(Cl)cc2)c1` gave TbPYK inhibitor -5%, AmpC detergent 5% and HCMV inh -10.
`COc1ccc(N(C(C)=O)S(=O)(=O)c2cccs2)cc1` gave TbPYK inhibitor -1%, HCV inhibitor 32%[activator], AmpC detergent -10%, AmpC inh no detg -24%, AMA1-RON2 inh 13%, LmPK inhibitor 2% and HCMV inh -5.

More entries follow:
`Cc1ccccc1NC(=O)c1ccc(N(Cc2ccccc2)S(C)(=O)=O)cc1` gave TbPYK inhibitor 2%, AmpC detergent 14% and HCMV inh inconclusive.
Screening O=C(Nc1nc(-c2cccc3ccccc23)cs1)c1ccc2c(c1)S(=O)(=O)c1ccccc1C2=O returned TbPYK inhibitor -5%, HCV inhibitor inconclusive, AmpC detergent 0%, AmpC inh no detg -27%, AMA1-RON2 inh 12%, LmPK inhibitor -2% and HCMV inh 7.
`COc1cccc(S(=O)(=O)NCc2ccc(C(=O)Nc3ccc(Cl)c(Cl)c3)cc2)c1` gave TbPYK inhibitor 6%, HCV inhibitor inconclusive, AmpC detergent 2%, AmpC inh no detg -31%, AMA1-RON2 inh 2%, LmPK inhibitor -1% and HCMV inh inconclusive.
Cc1ccc(NC(=O)c2oc3ccccc3c2NC(=O)c2ccccc2C)cc1 was read as TbPYK inhibitor 0%, AmpC detergent -5% and HCMV inh -30.
For COc1ccc(CNC(=O)C2CCN(S(=O)(=O)c3ccc4c(c3)C(C)(C)C(=O)N4C)CC2)cc1 the results were TbPYK inhibitor -4%, HCV inhibitor -10%, AmpC detergent -6%, AmpC inh no detg 62%[activator], AMA1-RON2 inh 6%, LmPK inhibitor -8% and HCMV inh -29.
Screening CN(C)/C=C/C(=O)/C=C/c1cn(-c2ncc(C(F)(F)F)cc2Cl)c2ccccc12 returned TbPYK inhibitor 5%, HCV inhibitor -8%, AmpC detergent -6%, AmpC inh no detg -42%, AMA1-RON2 inh 18%, LmPK inhibitor 6% and HCMV inh 21.
`COC(=O)c1ccccc1COc1cccn2c(N(C)CC3CC3)c(C)nc12` gave TbPYK inhibitor -2%, AMA1-RON2 inh -18% and HCMV inh -99*.
Clc1cncc(Cl)c1N/N=C/c1ccncc1 was read as TbPYK inhibitor -1%, HCV inhibitor inconclusive, AmpC detergent -14%, AmpC inh no detg -15%, AMA1-RON2 inh 14%, LmPK inhibitor -4% and HCMV inh inconclusive.
C=CC1CN(CC(=O)OC)S(=O)(=O)c2ccccc21 (stereo unspecified) was read as TbPYK inhibitor 0%, HCV inhibitor 8%, AmpC detergent -7%, AmpC inh no detg -2%, AMA1-RON2 inh 17%, LmPK inhibitor 1% and HCMV inh 20.

Assay outcomes as filed in PubChem.
